# Bioassay records deposited in PubChem by several laboratories.
# rCAG RNA binder: binds r(CAG) RNA repeats | r(CAG) RNA repeat, TO-PRO-1 dye displacement fluorescence | inhibition, % at 3 µM | 370,000 compounds, 1.3% hits;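 active = inhibition above the plate cutoff, the mean of all test compounds on that plate plus 3 SD, cut at about 35% in these data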;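 note: 0% = DMSO alone and 100% = 100 µM mitoxantrone as full dye displacement; higher means more dye released from RNA so lower well fluorescence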
# PRMT1 FP inh: inhibitors of human PRMT1; Q99873; 370,000 compounds, 1.3% hits; recombinant PRMT1, activity-based probe fluorescence polarization; AID 652257; inhibition, % at 2.79 µM;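 active = inhibition above about 21% made by adding two undisclosed values, limit read from the data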
# SIAE primary: human SIAE inhibition, primary screen; Q9HAT2; SIAE FP-Rh probe binding, fluorescence polarization; inhibition, % at 9.66 µM; 370,000 compounds, 0.69% hits; AID 1053197;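 active = inhibition above a cutoff: mean of compounds within the control limits plus 3 SD of those, cut at about 17% in these data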;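 note: 0% = plate median of compound wells and 100% = probe without SIAE protein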
# LEDGF integ inh: blocks HIV-1 LEDGF/p75-dependent DNA integration; TR-FRET IN-LEDGF/p75 DNA integration, Eu/Cy5; inhibition, % at 3.7 µM; 370,000 compounds, 0.64% hits;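 active = inhibition above the screen-wide mean plus 3 SD, cut at about 13% in these data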;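 note: signal is the Cy5 over europium emission ratio at 671 and 618 nm; 0% = plate median of compound wells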
# TCR-CD3 inh: blocks the human TCR-CD3 interaction; inhibition, % at 9.4 µM; TAMRA-labeled TCR probe fluorescence, biochemical; AID 651800; 360,000 compounds, 0.37% hits; in the data active = inhibition above about 19%;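 note: recombinant mutant TCR 2C K166C tagged with TAMRA read by polarization; 0% = receptor in buffer alone and 100% = receptor with positive control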
# TDP2 absorb: TDP2 (human) inhibition, absorbance primary screen; inhibition, % at 12.8 µM; recombinant TDP2, T5PNP hydrolysis, p-nitrophenol absorbance 415 nm; AID 720702; 370,000 compounds, 0.34% hits;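 active = inhibition above the mean of all tested compounds plus 3 SD, set per campaign, cut at about 25% in these data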;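 note: 0% = DMSO with enzyme and 100% = buffer with substrate but no TDP2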
#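 Test system: human TDP2 enzyme; Input: 120 nM TDP2 per well; Buffer or medium: Mg2+-containing Tris-HCl buffer, pH 7.5; Reagent: 5 mM T5PNP; Dosing: 12.8 µM single point, 1% DMSO; Incubation: reaction 2 h, 37 °C; Detection: p-Nitrophenol epi absorbance; Read-out: % inhibition relative to enzyme-containing and enzyme-free wells; Replicates: single well per compound.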
# HTRA1 inhibitor: inhibitors of human serine peptidase HTRA1. inhibition, % at 5.96 µM. AID 504803. recombinant HTRA1, FP-rhodamine activity-based probe, fluorescence polarization. Q92743. 340,000 compounds, 0.5% hits; in the data active = inhibition above about 36%;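 note: 0% = enzyme with DMSO and 100% = wells lacking enzyme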
# MBD2 inh: inhibitors of human MBD2 binding to methylated oligonucleotide. Q9UBB5. TR-FRET. inhibition, % at 4.4 µM. 370,000 compounds, 0.31% hits; in the data active = inhibition above about 13%
# mABHD4 FP: inhibits mouse alpha/beta hydrolase domain 4; Q8VD66; purified mABHD4, FP-Rh probe fluorescence polarization; inhibition, % at 8.92 µM; 370,000 compounds, 0.54% hits;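 active = inhibition exceeding the mean over every tested compound plus 3 SD, cut at about 30% in these data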;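 note: 0% = plate median of compound wells and 100% = S159A mutant with DMSO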
#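 Test system: mouse ABHD4 enzyme, wild type. Reagent: FP-Rh fluorescent activity-based probe, added after compound pre-incubation. Timing: pre-incubation 45 min, probe exposure 60 min, at 25 °C. Technique: FP readout, ex 525 nm / em 598 nm. Benchmarks: high control S159A mutant with DMSO, low control median of compound wells.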
# GC-B act: GC-B (human) receptor activation; HEK293-GC-B cells, CNP EC30, cGMP TR-FRET; 0% at EC30 CNP, 100% saturating CNP; P20594; 370,000 compounds, 0.11% hits; activation, % at 10 µM;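 active = activation at 10 µM reaching about 35% in either raw or pattern-adjusted values, limit read from the data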
# Target sequence (P20594 whole entry, looked up): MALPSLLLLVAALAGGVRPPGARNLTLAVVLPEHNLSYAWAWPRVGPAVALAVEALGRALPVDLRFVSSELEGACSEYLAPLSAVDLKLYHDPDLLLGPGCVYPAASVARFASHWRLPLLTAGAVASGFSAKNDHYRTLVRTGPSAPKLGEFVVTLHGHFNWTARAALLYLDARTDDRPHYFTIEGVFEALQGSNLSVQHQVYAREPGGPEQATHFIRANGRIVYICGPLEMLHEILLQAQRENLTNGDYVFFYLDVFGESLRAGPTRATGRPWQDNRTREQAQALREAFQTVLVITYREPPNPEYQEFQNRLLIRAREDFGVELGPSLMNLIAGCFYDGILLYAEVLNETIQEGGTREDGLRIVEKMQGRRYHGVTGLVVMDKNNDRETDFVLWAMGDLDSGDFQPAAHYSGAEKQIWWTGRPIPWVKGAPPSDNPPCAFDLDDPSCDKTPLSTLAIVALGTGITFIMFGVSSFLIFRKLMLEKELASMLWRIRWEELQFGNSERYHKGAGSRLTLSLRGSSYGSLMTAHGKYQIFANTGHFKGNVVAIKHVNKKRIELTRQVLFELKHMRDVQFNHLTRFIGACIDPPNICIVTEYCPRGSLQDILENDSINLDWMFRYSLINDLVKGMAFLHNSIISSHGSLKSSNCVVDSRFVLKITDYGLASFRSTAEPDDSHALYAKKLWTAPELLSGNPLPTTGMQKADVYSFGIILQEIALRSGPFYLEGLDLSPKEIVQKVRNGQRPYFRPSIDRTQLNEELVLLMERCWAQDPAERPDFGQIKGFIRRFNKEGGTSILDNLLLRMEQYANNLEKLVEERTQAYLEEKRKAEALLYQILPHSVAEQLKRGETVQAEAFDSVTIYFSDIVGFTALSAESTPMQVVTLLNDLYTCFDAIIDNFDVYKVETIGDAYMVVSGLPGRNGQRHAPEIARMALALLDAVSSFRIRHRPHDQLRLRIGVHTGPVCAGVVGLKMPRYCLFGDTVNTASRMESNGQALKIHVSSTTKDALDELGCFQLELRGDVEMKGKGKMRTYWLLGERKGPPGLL
# Numbers without * were called inactive; / = no result given. These rows are one share of the data; rates above refer to the full screens.
# Sample of the layout (two entries):
SMILES,rCAG RNA binder,PRMT1 FP inh,SIAE primary,LEDGF integ inh,TCR-CD3 inh,TDP2 absorb,HTRA1 inhibitor,MBD2 inh,mABHD4 FP,GC-B act
Cc1ccc(C)c(NC(=O)COC(=O)CCC(=O)c2cccs2)c1,-3.3,-3.6,3.6,6.2,-1.7,-5.4,2.6,-1.4,-5.8,6.1
Cc1ccc(C)c(CSc2nnc(C)c(=O)n2N)c1,2.4,-0.5,-6.5,-3.2,1.7,-2.6,5.7,0.3,-1.6,5.1

# This part in full, previewed entries included:
SMILES,rCAG RNA binder,PRMT1 FP inh,SIAE primary,LEDGF integ inh,TCR-CD3 inh,TDP2 absorb,HTRA1 inhibitor,MBD2 inh,mABHD4 FP,GC-B act
Cc1ccc(C)c(NC(=O)COC(=O)CCC(=O)c2cccs2)c1,-3.3,-3.6,3.6,6.2,-1.7,-5.4,2.6,-1.4,-5.8,6.1
Cc1ccc(C)c(CSc2nnc(C)c(=O)n2N)c1,2.4,-0.5,-6.5,-3.2,1.7,-2.6,5.7,0.3,-1.6,5.1
O=C(NCc1ccco1)c1ccc(Cn2c(=O)c3sccc3n(Cc3cccc(F)c3)c2=O)cc1,8.6,-0.7,-30.6,9.0,6.5,-4.3,-57.1,-4.8,-27.0,6.2
CCOC(=O)[C@]12CCC=C1N(Cc1ccc(Cl)cc1Cl)C(=O)[C@H](CC(=O)NCCCN1CCCC1=O)C2,-0.3,3.4,3.5,0.1,-5.3,3.1,/,4.5,-2.5,8.3
O=C(O)c1cc([N+](=O)[O-])ccc1Nc1ccccc1,2.9,0.6,0.6,1.8,-3.7,1.9,-4.8,-0.9,-5.7,-0.7
COc1ccc(S(=O)(=O)NCC(c2cccnc2)N2CCN(c3ccccc3)CC2)cc1C (centres undefined),-0.3,-0.6,-0.1,0.2,2.0,2.4,-6.1,-5.6,-3.4,5.2
O=C(Oc1ccc(-c2csnn2)cc1)C1CC1,-0.3,3.2,-5.8,-0.1,0.3,2.6,27.5,-1.6,7.3,8.0
CC(=O)c1ccc(Oc2cc(C)nc(N3CCOCC3)n2)cc1,-3.3,0.3,1.6,4.5,0.5,-7.1,-5.8,-5.2,1.5,-2.1
Cc1ccc(S(=O)(=O)N(C)C)cc1NC(=O)Nc1c(-c2ccccc2)noc1C,1.7,8.2,-3.8,6.9,-8.6,-7.1,/,8.6,-10.7,-3.8
COc1ccc(N(C(=O)c2ccncc2)S(=O)(=O)c2cccs2)cc1,-5.2,2.5,-7.0,-7.4,0.5,-10.6,-7.7,1.8,1.1,2.3
CCOC(=O)c1c(N)c(C#N)c2n1CCCC2,-0.9,0.8,0.8,-1.7,1.4,-7.7,1.3,1.4,-0.2,-2.5
CC1=CC(=O)O[C@@H]1[C@@]1(C)C[C@H]2OC(=O)C[C@H]3[C@@H](C)C(=O)C(O)=C1[C@@]23CO,1.4,1.1,-6.0,-3.3,5.0,-3.4,4.4,0.9,1.1,7.8
COc1cc(/C=N/NC(=O)C(=O)NCC2CCCO2)cc(Cl)c1O (centres undefined),-3.6,3.8,12.5,-7.5,-7.9,-6.3,-2.2,7.0,6.4,-3.5
CC1=C(C(=O)N2CCOCC2)C(c2c(F)cccc2F)NC(=O)N1 (centres undefined),-3.5,1.4,-1.6,4.4,5.8,5.3,2.0,-6.4,3.8,2.7
COc1ccc(N2C(=O)CCC(C(=O)NCc3ccccn3)C2c2ccc(OC)c(OC)c2)cc1 (centres undefined),-4.1,-0.7,-0.5,-3.1,2.0,7.4,3.8,2.1,5.8,2.3
Cc1[nH]n(C(N)=S)c(=O)c1N=Nc1cc(-c2ccc(Br)cc2)[nH]n1,12.0,4.4,0.4,0.3,-1.2,-5.7,/,3.7,8.9,-11.5
CS(=O)(=O)c1cccc(-c2csc(N3CCC(C(N)=O)CC3)n2)c1,-1.0,-0.7,6.3,-4.0,-1.6,-10.6,0.4,-2.2,8.2,-8.9
CC(=O)c1cccc(NC(=O)COc2ccccc2C(=O)c2cc(C#N)c(=O)n(C3CCCCC3)c2)c1,11.0,1.8,-5.0,-1.0,-0.7,-9.9,-20.0,-2.6,-2.5,-8.0
CCNc1nnc(-c2ccncc2)s1,-0.6,-3.1,13.8,-0.3,1.4,-7.0,2.9,4.2,-1.3,-9.5
CCOC(=O)c1cnn(-c2ccc(C)cc2)c1N,-2.5,-2.8,-5.9,1.1,3.8,3.7,-5.9,0.1,-3.8,4.8
COC(=O)c1sccc1NC(=O)CSc1ccccc1NS(=O)(=O)c1ccc(Br)cc1,45.5*,4.5,-11.3,1.1,-6.5,-10.4,-42.3,2.7,-39.3,-2.9
Cc1ccc(CN(C(=O)Cn2nnc3ccccc32)C(C(=O)NCc2ccco2)c2cccs2)cc1 (centres undefined),4.0,0.0,-11.4,2.2,1.7,3.8,-23.6,-3.0,-1.1,-12.2
Cc1ccnc(N2CCCC(C(=O)NCc3cccs3)C2)n1 (centres undefined),-0.8,-1.9,4.1,-0.3,5.3,-2.3,-5.1,-7.3,0.7,0.6
COc1ccc(OC)c2c1sc(=NC(=O)C1CC1)n2C,-0.6,11.0,-6.0,-5.2,-3.9,-20.5,-12.5,9.9,-3.1,0.4
Cn1cnnc1Sc1cc(N2CCN(S(=O)(=O)c3ccc4ccccc4c3)CC2)ccc1[N+](=O)[O-],14.0,0.9,-6.7,0.3,8.7,-4.6,-13.7,-7.4,2.6,-12.8
Clc1nc(-c2ccccc2)cc(-c2ccccc2)n1,7.5,2.8,-5.9,-5.1,-2.3,-11.9,-23.5,9.1,-16.4,-1.4
O=C(CSc1nnc2scc(-c3ccccc3)n12)Nc1ccc2c(c1)OCCO2,-3.2,-2.7,2.7,1.1,-4.9,4.3,-1.4,-4.2,-3.5,-0.4
Cc1cccc(C)c1NC(=O)C(C1CC1)n1c(-c2ccc(=O)[nH]c2)nc2ccccc21 (centres undefined),2.2,-3.9,-7.2,2.7,-1.1,6.9,/,-4.7,-2.6,0.5
O=S(=O)(Nc1ccc(Cl)nn1)c1ccccc1,2.5,5.5,0.6,-4.7,-8.2,-6.8,-3.1,4.5,-4.4,1.1
CC(=O)Nc1cc(C(=O)OCC(=O)c2ccc(Cl)cc2Cl)ccc1C,0.1,0.7,-1.4,-2.2,7.5,-5.9,-1.0,-9.0,-2.7,4.5
COc1cc(C)c(-c2cc(C(=O)O)c(C)o2)cc1C(C)C,19.9,9.4,7.2,5.3,-2.8,-11.0,-4.1,-2.1,-16.7,-6.8
CCCCNC(=O)COC(=O)CCC(=O)c1ccc(F)cc1,-0.9,-0.4,3.9,-1.8,-3.3,-0.6,1.1,-1.1,4.8,1.8
Cc1cc(/C=C2/SC(=S)N(c3cccc(Cl)c3)C2=O)c(C)n1-c1cccnc1,3.1,3.2,-4.9,1.9,-2.4,6.9,-12.9,-4.8,-7.0,4.3
CC(=O)N1CCc2c(sc(NC(=O)CCS(=O)(=O)c3ccc(C)cc3)c2C#N)C1,-4.2,-0.7,9.5,-1.0,-9.5,1.2,6.0,-0.8,0.7,-2.8
O=C(NCCc1ccccc1F)C1CC(=O)N(c2ccc3c(c2)OCCO3)C1 (centres undefined),4.3,4.3,-0.7,-0.3,1.6,-2.9,3.8,-0.7,-1.1,-1.1
Cc1ccc(C)n1CCN1CCN(C(=O)CSc2nc3ccccc3nc2N2CCOCC2)CC1,-2.8,-0.4,6.0,-4.2,6.7,4.2,-0.2,-2.8,-8.5,0.7
COc1ccccc1N1CCN(C(=O)CSc2nc3ncnc(N)c3[nH]2)CC1,-2.2,0.3,-3.4,-3.4,-1.1,-15.5,-4.3,4.3,-5.7,4.3
OCCOc1cccc(CN2CCC(CO)(CCOc3ccccc3)CC2)c1,-8.7,0.1,-5.4,-6.5,-5.1,-7.4,-2.9,8.2,-0.2,-0.2
COc1ccc2[nH]c3c(=O)n(N)c(C)nc3c2c1,1.5,-2.6,0.5,5.6,1.5,8.4,13.3,1.4,-1.9,3.8
CCC(C)COC(c1ccccc1)(c1ccccc1)C(Oc1nc(C)cc(C)n1)C(=O)O (centres undefined),21.9,-0.3,-1.2,0.2,1.6,3.9,-2.9,1.0,30.7*,-3.5
CCCc1cc(=O)[nH]c(SCC(=O)OCc2ccccc2)n1,2.2,-2.6,5.4,3.3,-1.7,-4.6,0.8,3.0,4.2,-0.1
CCN(CC(=O)NCc1ccc(Cl)cc1)C(=O)CSc1ccc(F)cc1,-8.2,1.3,-1.4,-2.4,-7.0,-4.9,-4.6,-2.8,-0.8,0.4
CCOC(=O)CC(=O)Nc1ncnc2c1C(c1ccccc1)c1c(ccc3ccccc13)O2 (centres undefined),7.7,-3.2,1.6,-4.7,0.4,11.0,-60.7,-6.2,-28.2,-13.4
CC(=O)Nc1ccc(OCC(O)Cn2ccnc2)cc1 (centres undefined),1.9,-0.1,0.6,-0.7,-3.1,0.7,-3.3,5.7,-7.0,1.8
Cc1n[nH]c(C)c1CCC(=O)N/N=C/c1c(C)[nH]c2ccccc12,-1.9,-1.8,-0.5,0.4,-7.7,-0.8,-2.9,-2.9,-1.7,-3.0
CC(C)CCN1C(=O)c2ccc(C(=O)NCC3CCCO3)cc2C1=O (centres undefined),-9.4,1.9,-4.2,-3.9,0.5,-1.4,6.1,1.3,-2.2,-1.6
COc1ccccc1OCC(=O)Nc1nc(-c2ccc(S(=O)(=O)N3CCOCC3)cc2)cs1,3.9,-0.7,-31.6,1.2,-2.8,2.1,-32.4,2.5,-24.9,1.2
CC(C)C(NS(=O)(=O)c1cc(C(=O)O)ccc1Cl)C(=O)O (centres undefined),-0.9,3.9,-3.3,-3.5,-0.1,-5.2,0.5,0.6,-0.8,4.7
Cn1c(N)nc2nc(CCc3ccccc3)c(=O)[nH]c2c1=O,8.3,8.1,0.9,-1.4,-0.2,-6.0,-2.1,5.8,-7.1,1.1
O=C(Nc1cccnc1)Nc1ccc(Cl)cc1Cl,0.1,1.4,-6.4,4.4,6.0,11.0,-15.9,2.7,-18.6,-9.9
# Going on with the list:
SMILES,rCAG RNA binder,PRMT1 FP inh,SIAE primary,LEDGF integ inh,TCR-CD3 inh,TDP2 absorb,HTRA1 inhibitor,MBD2 inh,mABHD4 FP,GC-B act
COCCNC(=O)[C@@]1(C)C=C[C@@H](Cc2ccccc2)N1C(=O)c1ccccc1,-6.3,-1.8,5.3,-0.2,-1.3,6.9,1.9,3.1,1.2,8.7
Cc1cn([C@H]2C[C@H](O)[C@@H](/C=C/C(=O)NCCc3ccc(S(N)(=O)=O)cc3)O2)c(=O)[nH]c1=O,0.1,7.1,0.5,-4.9,-0.3,-0.4,/,0.5,-2.2,2.2
CC1CCN(c2ncnc3nc[nH]c23)CC1,1.1,-2.2,1.2,2.2,5.1,-5.7,10.4,0.1,-3.3,2.5
CC(NC(=O)Cc1ccc(NC2=NC3CS(=O)(=O)CC3S2)cc1)c1ccccc1 (centres undefined),2.7,-1.2,-0.2,2.9,-4.9,-8.3,2.4,1.0,1.7,-2.4
CCOc1ccc(S(=O)(=O)N(C)c2ccc(OCC(=O)NC3=NCCS3)cc2)cc1,-0.3,5.0,-0.5,0.5,-2.0,-3.2,-6.0,0.3,-0.4,3.6
